Yeast superoxide: yeast age-related superoxide inhibition as caloric restriction mimetic. S. cerevisiae aged cells, superoxide DHE fluorescence; active compounds read low. superoxide response (% of plate mean), % at 10 µM. hit rate 0.18% among 330,000. AID 2690;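 active means superoxide response under a set limit, about three screen SD below normal, cut at about 65% in these data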;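 further: yeast aged for seven days with compound at 30 °C before DHE staining; 100% = average MFI of all compound-treated wells on the plate with controls excluded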
RPL19A TOR yeast: yeast TOR pathway RPL19A-GFP modulation. hit rate 0.3% among 330,000. S. cerevisiae RPL19A-GFP strain, flow cytometry, 3 h; active compounds read low. percent response vs DMSO, % at 10 µM;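 active means percent response vs DMSO below 50%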;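 further: median channel GFP fluorescence of the barcoded RPL19A-GFP strain; ratio of sample median GFP to plate DMSO average so 100% = DMSO; lower means less RPL19A-GFP as with rapamycin TOR inhibition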
CIT2-GFP yeast: modulators of TOR pathway CIT2-GFP in S. cerevisiae. S. cerevisiae CIT2-GFP strain, flow cytometry, 3 h; 100 means same as DMSO wells. GFP response vs DMSO, % at 10 µM. hit rate 0.065% among 320,000. AID 2029;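 active means GFP response relative to DMSO above a set limit, near the screen mean plus 3 SD, cut at about 150% in these data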;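 further: ratio of well median GFP fluorescence to mean of DMSO wells on the plate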
GRK2 inh: inhibitors of human GRK2 displacing RNA aptamer; hit rate 0.59% among 330,000; bead flow cytometry, FAM-aptamer displacement from GRK2; AID 488847; inhibition of aptamer binding, % at 10 µM;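 active means inhibition of aptamer binding above 40%, roughly 3 SD of noise, on plates passing a quality check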;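 further: median bead fluorescence of bound FAM aptamer so fluorescent compounds give negative values; no value below 0 was filed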
AGP1 TOR yeast: modulators of TOR pathway AGP1-GFP in S. cerevisiae. S. cerevisiae AGP1-GFP multiplex flow cytometry, 3 h; GFP as percent of DMSO wells. GFP response vs DMSO, % at 10 µM. hit rate 0.02% among 320,000. AID 2066;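 active means GFP response relative to DMSO above a set limit, near screen average plus 3 SD, cut at about 150% in these data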;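 further: median GFP channel fluorescence of the gated AGP1 strain per well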
LAP4 TOR yeast: alters LAP4-GFP fluorescence in TOR pathway yeast screen | S. cerevisiae LAP4-GFP multiplex, flow cytometry GFP, 3 h; median GFP as percent of DMSO wells | GFP response vs DMSO, % at 10 µM | hit rate 0.34% among 320,000 | AID 2023;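 active means GFP response vs DMSO above a set limit, about the screen mean plus 3 SD, cut at about 150% in these data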
MEP2 TOR yeast: modulators of TOR pathway MEP2-GFP in S. cerevisiae; AID 2016; hit rate 0.51% among 330,000; GFP response vs DMSO, % at 10 µM; S. cerevisiae MEP2-GFP strain, flow cytometry GFP, 3 h; 100% = DMSO control level;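 active means GFP response versus DMSO above a set limit, roughly screen mean plus 3 SD, cut at about 180% in these data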;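 further: median GFP fluorescence of the barcode-gated MEP2-GFP cells per well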
VLA-4 inh: inhibition in a human VLA-4 binding assay. P13612. VLA-4 expressing cells, ligand binding flow cytometry. inhibition, % (about 7 µM as worked out from the volumes in the protocol). hit rate 0.2% among 330,000; in the data active means inhibition above about 50%
Target sequence (P13612 whole entry, looked up): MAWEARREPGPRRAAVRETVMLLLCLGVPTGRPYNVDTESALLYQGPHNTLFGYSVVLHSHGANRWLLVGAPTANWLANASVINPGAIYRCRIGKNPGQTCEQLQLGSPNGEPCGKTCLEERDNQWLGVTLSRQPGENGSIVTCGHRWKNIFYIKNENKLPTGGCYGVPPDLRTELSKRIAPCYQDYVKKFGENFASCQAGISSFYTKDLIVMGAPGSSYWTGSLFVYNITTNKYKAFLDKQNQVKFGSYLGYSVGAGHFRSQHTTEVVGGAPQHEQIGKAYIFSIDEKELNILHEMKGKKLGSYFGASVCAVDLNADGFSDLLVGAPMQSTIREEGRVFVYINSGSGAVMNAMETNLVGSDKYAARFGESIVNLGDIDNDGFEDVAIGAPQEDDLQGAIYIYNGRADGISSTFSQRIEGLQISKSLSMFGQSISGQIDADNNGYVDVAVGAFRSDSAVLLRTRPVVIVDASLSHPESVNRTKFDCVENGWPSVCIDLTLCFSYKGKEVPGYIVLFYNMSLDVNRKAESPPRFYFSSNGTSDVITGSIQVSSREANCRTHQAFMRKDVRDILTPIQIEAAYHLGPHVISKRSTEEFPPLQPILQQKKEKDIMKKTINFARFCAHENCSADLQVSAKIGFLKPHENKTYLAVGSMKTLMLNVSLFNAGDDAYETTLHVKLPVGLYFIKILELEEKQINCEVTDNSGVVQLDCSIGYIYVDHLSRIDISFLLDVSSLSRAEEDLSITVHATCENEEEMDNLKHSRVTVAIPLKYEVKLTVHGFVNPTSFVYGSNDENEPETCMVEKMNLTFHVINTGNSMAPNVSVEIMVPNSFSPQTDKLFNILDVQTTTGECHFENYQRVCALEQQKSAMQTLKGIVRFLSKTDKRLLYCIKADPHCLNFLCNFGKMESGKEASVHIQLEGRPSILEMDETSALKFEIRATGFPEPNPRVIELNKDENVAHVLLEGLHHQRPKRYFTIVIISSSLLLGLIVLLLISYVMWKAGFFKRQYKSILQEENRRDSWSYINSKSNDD
* marks the source's active call; other numbers are inactive results; . = not tested or not shown.

Every second line gives: LAP4 TOR yeast	AGP1 TOR yeast	VLA-4 inh	RPL19A TOR yeast	MEP2 TOR yeast	CIT2-GFP yeast	Yeast superoxide	GRK2 inh
1) Cc1ccc(C(=O)OCC(=O)Nc2ccccc2Cl)c(O)c1
    103	111	20	101	98	109	106	0
2) COc1ccc(-c2cc(C(F)(F)F)nc(N3CCOCC3)n2)cc1OC
    186*	99	21	81	213*	99	105	6
3) CN(C)S(=O)(=O)c1cc(C(=O)O)c(NC2CCCCC2)cc1Cl
    96	105	7	103	101	.	99	4
4) Cc1cccc(C(=O)Nc2nnc(S(=O)(=O)N(C)Cc3ccco3)s2)c1
    113	97	9	96	126	94	104	0
5) C/C(=N\NC(=O)c1cc(C)oc1C)c1ccc(C)c([N+](=O)[O-])c1
    118	116	38	109	114	108	91	2
6) CCOc1ccc(OCC(O)CN2CCN(S(=O)(=O)c3cccc(C(F)(F)F)c3)CC2)cc1 (stereo not drawn)
    88	97	6	105	100	99	107	0
7) CCOc1ccc(/C=C(\C#N)C(=O)Nc2ccccn2)cc1
    85	89	4	95	107	88	100	2
8) COc1cc(NC(=O)Cc2nn(C)c(=O)c3ccccc23)cc(OC)c1
    102	101	16	101	105	98	101	0
9) N#Cc1c(SCC(=O)O)nc(-c2ccccc2)c2c1CCCC2
    98	91	94*	97	97	92	120	10
10) Cc1cc(=O)[nH]c(Nc2cccc(Br)c2)n1
    95	98	2	105	105	103	102	3
11) CC(NC(=O)COC(=O)c1cc(NS(=O)(=O)c2ccc(Cl)c([N+](=O)[O-])c2)ccc1O)C1CC2CCC1C2 (stereo not drawn)
    96	90	19	97	107	89	99	0
12) COc1ccc(NC(=O)c2c(NC(=O)CNCC(C)C)sc3c2CCC3)c(OC)c1
    83	97	11	103	103	104	110	3
13) O=C(COC(=O)/C=C/c1ccc(OC(F)F)cc1)NC1CCCCCCC1
    108	95	-7	99	100	91	99	3
14) CCCc1nn(C)c(C(=O)Nc2ccc(C(C)(C)C)cc2)c1Cl
    78	91	1	104	106	111	82	0
15) S=c1[nH]nc(CN2CCCCC2)n1-c1ccc(Cl)cc1
    105	102	1	96	102	102	101	1
16) CN(C)C(=O)c1cc(Cl)ccc1Sc1cc(Cl)ccc1Cl
    94	99	17	101	98	98	104	0
17) NC(=O)c1c(NC(=O)COC(=O)c2ccc(S(=O)(=O)Nc3ccccc3)cc2)sc2c1CCCC2
    97	104	3	104	102	102	89	0
18) Cc1c(C(=O)Nc2ccc(Cl)cc2)c2ccccn2c1C(=O)c1ccc(F)cc1
    106	106	8	101	102	99	100	0
19) CCn1nccc1C(=O)Nc1ccccc1OC
    94	98	17	102	107	103	95	0
20) COc1ccc(NC2CCN(C3CC(=O)N(c4ccc(F)c(Cl)c4)C3=O)CC2)cc1 (stereo not drawn)
    109	93	-19	97	105	94	89	0
21) O=C(OCc1ccc([N+](=O)[O-])cc1)c1cc(=O)c2ccccc2o1
    89	95	-5	103	105	99	101	2
22) CCCn1c(SCC(=O)NC2CCCC2)nnc1C(C)C
    100	106	1	102	102	106	95	4
23) CCOC(=O)CC1CCCCN1C(=O)c1cc(COc2cccc3cnccc23)on1 (stereo not drawn)
    102	104	-8	107	106	109	85	0
24) CCOC(=O)c1c(NC(=O)c2cc(C)oc2C)sc(C(=O)Nc2ccc(Cl)cc2)c1C
    96	104	-4	98	98	100	103	0
25) O=C(CCc1nnc2n(Cc3ccc(Cl)cc3)c(=O)c3ccccc3n12)N1CCN(c2ccccn2)CC1
    91	102	10	96	97	98	92	0
26) c1ccn2c(SCc3ccc4c(c3)OCCO4)nnc2c1
    94	102	-28	102	99	109	97	0
27) CC(C)(C)C(=O)N1c2ccccc2CCc2ccccc21
    94	98	14	102	110	100	102	2
28) CC(C)NS(=O)(=O)c1ccc(OCC(=O)NCc2ccccc2)cc1
    99	105	8	98	98	105	99	0
29) O=c1c2cc(N3CCOCC3)ccc2[nH]c(=S)n1Cc1ccc(Cl)cc1
    99	100	16	99	101	104	89	0
30) CCC[C@H]1CCCC/C=C\CCCC(=O)OCCN1C(=O)OC(C)(C)C
    84	90	0	94	91	83	99	7

The last two records of the section before open the next one:
Every second line gives: LAP4 TOR yeast	AGP1 TOR yeast	VLA-4 inh	RPL19A TOR yeast	MEP2 TOR yeast	CIT2-GFP yeast	Yeast superoxide	GRK2 inh
29) O=c1c2cc(N3CCOCC3)ccc2[nH]c(=S)n1Cc1ccc(Cl)cc1
    99	100	16	99	101	104	89	0
30) CCC[C@H]1CCCC/C=C\CCCC(=O)OCCN1C(=O)OC(C)(C)C
    84	90	0	94	91	83	99	7
31) COc1ccc(S(=O)(=O)N2CCCCCC2)cc1C(=O)N(C)CC(=O)Nc1ccccc1C(F)(F)F
    102	106	4	100	102	97	107	2
32) CCOc1cc(C(=O)NC(C)CC)cc(OCC)c1OCC (stereo not drawn)
    100	103	-1	.	104	107	94	1
33) NS(=O)(=O)c1ccc(NC(=S)Nc2ccc(S(=O)(=O)N3CCCC3)cc2)cc1
    96	95	5	94	98	92	109	0
34) CC(=O)Nc1ccc(S(=O)(=O)N2CCN(CC(=O)N3CCOCC3)CC2)cc1
    112	107	6	102	109	103	114	1
35) COc1ccccc1-c1nnc(SCC(=O)N2CCC(C)CC2)o1
    101	94	3	94	100	92	103	4
36) COc1ccccc1C1NC(=O)NC(C)=C1C(=O)OCc1ccccc1 (stereo not drawn)
    109	112	6	106	111	107	102	0
37) CCC(=O)Nc1nnc(S(=O)(=O)N(C)Cc2ccco2)s1
    98	99	11	99	101	99	99	0
38) O=C(COc1ccc2ccccc2c1)Nc1ccc(S(=O)(=O)N2CCCCCC2)cc1
    99	105	15	103	90	105	92	0
39) COC(=O)c1cc2oc3ccccc3c2n1CC(=O)N1CCCc2ccccc21
    107	111	8	108	109	102	107	4
40) CCOc1cc(-c2noc(CCC(=O)NCCc3ccccc3)n2)ccc1OC
    96	99	9	101	100	101	110	1
41) COCCNCC(=O)N1CCCCCC1
    102	98	-6	100	99	97	106	0
42) O=C(C[C@H]1C/C=C\CC[C@H](Cc2ccc(F)cc2)C(=O)OC[C@H]2CCCN2C1=O)N[C@H](CO)Cc1ccccc1
    106	104	47	103	101	91	82	0
43) COc1ccc(Cl)cc1S(=O)(=O)N1CCC(C(=O)NC2CCCC2)CC1
    89	96	10	101	93	94	118	0
44) CN=C1S/C(=C\c2ccc(OCC(=O)OC)c(OC)c2)C(=O)N1C
    88	99	10	102	101	102	94	0
45) Cc1ccc(-c2nnn(CCC(=O)N3CCCCC3C)n2)cc1 (stereo not drawn)
    101	93	6	96	97	101	103	6
46) CCCC(C)NC1=NCCCCC1 (stereo not drawn)
    88	106	-12	100	114	107	97	0
47) CC(C)(C)c1ccc(C(=O)OCCNC(=O)c2c(Cl)nc3ccccn23)cc1
    95	98	6	97	97	95	104	0
48) C=Cn1cc[n+](CC(=O)c2ccc(OC)cc2)c1
    94	100	3	100	98	100	102	0
49) CC(C)Oc1ccc(CC2CCC(=O)N(C)C2=O)cc1 (stereo not drawn)
    94	101	-9	99	91	92	93	0
50) O=C(CSc1nccn1-c1cccc(Cl)c1)Nc1ccc2c(c1)OCCO2
    108	97	-25	99	101	89	108	0
51) C/C(=N\Nc1nc2ccccc2[nH]1)c1ccc2c(c1)OCCO2
    98	100	-3	94	95	90	90	2
52) CCN(C(=O)CN1C(=O)S/C(=C\c2cccc(OC)c2)C1=O)C1CCS(=O)(=O)C1 (stereo not drawn)
    83	92	-4	92	89	98	91	6
53) COCCCn1c(SCC(=O)n2c(C)c(C)c3ccccc32)nnc1-c1ccoc1C
    84	92	-3	93	92	86	97	0
54) COCCCNC(=O)C1CCN(C(=O)c2oc3cc4sc(N(C)C)nc4cc3c2C)CC1
    92	92	10	98	96	94	77	1
55) COc1cccc(C(=O)OCC(=O)Nc2nnc(-c3ccccc3)o2)c1
    103	107	-6	99	105	106	102	3
56) FC(F)(F)c1cnc(COc2cc(Cl)cc(Cl)c2)c(Cl)c1
    105	110	16	104	105	109	107	4
57) CCN(CC)CCNS(=O)(=O)c1ccc(Cl)cc1
    95	93	2	98	102	93	85	4
58) CCc1ccc(C(=O)NCc2cnn(C)c2)s1
    105	104	1	95	100	100	102	1
59) O=C(Nc1ccncc1)c1cc(-c2cccc(Br)c2)nc2ccccc12
    98	99	15	99	99	94	138	0
60) CCOC(=O)N1CCC(NC(=O)C2CCCN(Cc3nc(-c4cccc(C)c4)oc3C)C2)CC1 (stereo not drawn)
    92	95	2	95	96	93	126	0

New compounds follow
Every second line gives: LAP4 TOR yeast	AGP1 TOR yeast	VLA-4 inh	RPL19A TOR yeast	MEP2 TOR yeast	CIT2-GFP yeast	Yeast superoxide	GRK2 inh
61) CN(C)S(=O)(=O)c1cccc(NC(=O)c2cccc(S(=O)(=O)N3CCc4ccccc43)c2)c1
    109	104	7	100	104	94	103	0
62) O=C(Cc1ccccc1)N/N=C/c1cc(Br)cs1
    78	85	9	98	99	93	105	1
63) Cc1ccc(S(=O)(=O)Nc2cc(C(F)(F)F)ccc2N2CCOCC2)cc1C
    88	95	7	102	98	99	89	0
64) CCCCCCSc1ccc(-c2nc3ccc(Cl)cn3c2NC2CCCCC2)cc1
    101	99	-10	98	100	102	69	1
65) O=C(COc1ccccc1)Nc1cccc(-c2nnc(-c3ccccc3)o2)c1
    90	88	0	94	95	90	131	0
66) Cc1ccc(CC(=O)Nc2ccc(S(=O)(=O)N3CCOCC3)cc2)cc1
    90	88	11	93	98	88	93	1
67) Cc1cc(C)c(S(=O)(=O)N2CCN(C(=O)C(C)Cn3nc(C)nc3C)CC2)c(C)c1 (stereo not drawn)
    100	102	-1	105	107	102	104	0
68) CC(=O)N(/N=C1\Sc2ccccc2C1=O)c1ccccc1C
    101	104	-32	101	105	97	85	1
69) N#Cc1ccccc1-n1c(N)c(C(=O)N2CCCC2)sc1=S
    110	99	12	103	104	97	106	3
70) COc1ccc(CCN(C)C(=O)CN2C(=O)c3ccccc3S2(=O)=O)cc1OC
    .	94	11	93	104	95	107	2
71) CC(C)Oc1ccc(C2NC(=O)c3ccccc3O2)cc1 (stereo not drawn)
    98	98	7	98	100	95	79	2
72) Cc1ccc(COc2ccc(C(=O)NN)cc2)cc1
    149	105	1	96	117	84	107	2
73) Cc1ccc(C(C(=O)NCc2ccco2)N(Cc2ccco2)C(=O)CNC(=O)c2ccco2)cc1 (stereo not drawn)
    113	.	-6	98	96	97	106	1
74) Cc1ccc(OCC(=O)NNC(=O)CSc2ncc(C#N)c(N)n2)cc1
    89	90	-13	98	96	90	88	5
75) CC(C)S(=O)(=O)N1CCCC(C(=O)c2cccc(Cl)c2)C1 (stereo not drawn)
    94	96	1	95	82	90	87	5
76) COc1ccc(C)cc1NC(=S)NC12CN3CN(CN(C3)C1)C2
    96	95	44	95	99	92	92	1
77) O=c1[nH]c2ccc(NC(=S)Nc3ccccc3Cl)cc2[nH]1
    104	109	7	105	108	115	102	1
78) Cc1cc(C)cc(NC(=O)NCC2CCN(Cc3cc(C)ccc3C)CC2)c1
    90	97	15	105	100	97	105	0
79) CCc1ccc([C@@H]2CC=C(C(=O)O)[C@H](c3ccccc3)N2S(=O)(=O)c2ccc(C)cc2)cc1
    136	81	9	98	84	99	87	0
80) O=C(c1ccc(Br)o1)N1CCC(Cc2ccccc2)CC1
    106	95	9	100	102	97	116	0
81) Cc1ccc(S(=O)(=O)CC(=O)N2CCN(c3ccc(F)cc3)CC2)cc1
    96	98	-6	97	88	102	94	2
82) C[C@]12c3[nH]c4ccccc4c3CCN1C(=O)C(CC(=O)NCC13CC4CC(CC(C4)C1)C3)C[C@@H]2C(=O)N1CCCCC1 (stereo partly drawn)
    86	94	-1	95	95	90	105	0
83) CC(=O)Oc1ccc2c(=O)c(-c3ccccc3)coc2c1
    114	86	2	94	96	88	94	38

Compound activity deposited in PubChem by NMMLSC.
